# Source: PubChem (National Center for Advancing Translational Sciences (NCATS))
# D1 agonist: agonists of human D1 dopamine receptor. HEK293 T-REx D1 cells, calcium flux, agonist mode. activation, % at 2 µM. 360,000 tested, 1% active; note: 0% is about no effect
#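 Tetracycline-induced HEK293 TREx D1 cells, force-coupled to calcium signalling, were dye-loaded with a no-wash calcium kit. Compound was pin-added after a 10 s baseline. Fluorescence was read kinetically at 1 cycle/s for 180 s, with calcium rises flagged as agonism.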
# D2 PAM: positively modulates the human D2 dopamine receptor allosterically; HEK293 T-REx D2, calcium flux, EC20 dopamine potentiation; 340,000 tested, 0.34% active; P14416; potentiation, % at 10 µM; AID 485347;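 active = potentiation over 3 SD above the plate norm, cut at about 30% in these data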; note: 0% is about no effect
# Target sequence (P14416 whole entry, looked up): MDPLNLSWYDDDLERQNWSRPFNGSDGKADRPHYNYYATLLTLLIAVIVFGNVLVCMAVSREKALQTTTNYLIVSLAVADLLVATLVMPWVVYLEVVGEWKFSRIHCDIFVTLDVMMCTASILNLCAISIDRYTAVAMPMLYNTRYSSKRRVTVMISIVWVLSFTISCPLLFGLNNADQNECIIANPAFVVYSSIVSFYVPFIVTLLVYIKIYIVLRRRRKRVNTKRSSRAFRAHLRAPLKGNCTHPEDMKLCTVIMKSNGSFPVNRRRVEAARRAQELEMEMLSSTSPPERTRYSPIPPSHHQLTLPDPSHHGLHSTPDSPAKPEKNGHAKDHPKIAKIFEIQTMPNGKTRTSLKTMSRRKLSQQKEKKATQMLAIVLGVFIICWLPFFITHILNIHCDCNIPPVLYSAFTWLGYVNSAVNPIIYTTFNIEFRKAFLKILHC
#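 Potentiation of an EC20 dopamine calcium response measured kinetically over 180 s, after a preceding 180 s compound-only read flagging agonists. Cells: inducible Hek293 Trex D2 line, 4000/well, cultured overnight at 30 C before dye loading.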
# D2 antag: antagonists of human D2 dopamine receptor. P14416. HEK293 TREx D2 cells, calcium flux, dopamine EC80. inhibition, % at 10 µM. 340,000 tested, 2% active. AID 485344; in the data active = inhibition above about 30%; note: 0% is about no effect
#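 Compounds are added to dye-loaded, induced HEK293 T-REx cells coupled to calcium release via D2; after a 3 min kinetic read an EC80 dopamine stimulus is given and fluorescence is recorded for 3 more min.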
# D1 potentiator: enhances dopamine response at the human D1 receptor. HEK293 TREx D1 cells, calcium flux, dopamine EC20 potentiation. potentiation, % at 10 µM. 360,000 tested, 0.036% active. AID 504651; in the data active = potentiation above about 30%; note: 0% is about no effect
# D2 ag: activates the human D2 dopamine receptor. HEK293 T-REx D2 cells, calcium flux agonist mode. activation, % at 2 µM. 340,000 tested, 0.53% active. AID 485358;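 active = activation over 3 SD above normal in the single-dose calcium agonist read, cut at about 30% in these data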; note: 0% is about no effect
#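 Calcium-flux readout, 1 cycle/sec over 180 s following compound pin transfer, in inducible HEK293 Trex D2 cells (force-coupled); dopamine controls included. Positive calcium responses during this window marked compounds as potential agonists.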
# D1 antag: human D1 dopamine receptor antagonism; activity change, negative = inhibition, % at 10 µM; HEK293 TREx D1 cells, calcium flux, dopamine EC80; active compounds read low; 360,000 tested, 3.2% active; in the data active = activity change below about -30%; note: % is set by controls: 0 for no effect and ±100 for the full control effect
#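 Inducible Hek293 Trex D1 cells (tetracycline, overnight, 30 C). Calcium dye 30–90 min RT. Antagonist mode: EC80 dopamine added after 180 s compound read.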
# TRHR ag: activates the human TRH receptor; 360,000 tested, 0.18% active; P34981; TRHR cells, calcium flux fluo-8, FDSS agonist mode; activation, % at 2 µM; note: 0% is about no effect
# Target sequence (P34981 whole entry, looked up): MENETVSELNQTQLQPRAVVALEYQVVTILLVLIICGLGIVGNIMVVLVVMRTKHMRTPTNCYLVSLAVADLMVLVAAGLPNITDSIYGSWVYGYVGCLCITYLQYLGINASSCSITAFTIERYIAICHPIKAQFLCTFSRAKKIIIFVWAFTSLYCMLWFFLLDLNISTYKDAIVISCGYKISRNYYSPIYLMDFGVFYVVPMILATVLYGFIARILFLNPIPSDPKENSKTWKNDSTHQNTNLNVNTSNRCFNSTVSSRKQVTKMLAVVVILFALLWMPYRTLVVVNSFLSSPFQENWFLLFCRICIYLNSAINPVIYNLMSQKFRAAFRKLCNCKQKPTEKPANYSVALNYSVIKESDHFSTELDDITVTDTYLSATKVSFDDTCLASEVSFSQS
#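 Fluo-8-loaded TRHR cells; 10 s baseline, compound added, kinetic Ca2+ fluorescence read 1/s, agonist mode.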
# TRHR PAM: allosterically enhances the human TRH receptor. 360,000 tested, 0.66% active. enhancement, % at 2 µM. P34981. AID 493056. TRHR cells, fluo-8 calcium fluorescence, EC20 TRH enhancement; in the data active = enhancement above about 30%; note: 0% is about no effect
#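 TRHR-expressing cells loaded with fluo-8 calcium dye were read kinetically (ex 480/em 530) during compound addition, then stimulated with an EC20 of TRH (10 nM final). Enhancement of the Gq-mediated intracellular calcium response was scored.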
# RXFP1 antag: antagonists of human relaxin receptor RXFP1; activity change, negative = inhibition, % at 57.5 µM; HEK293-RXFP1, relaxin-stimulated cAMP HTRF, 30 min; active compounds read low; 350,000 tested, 0.59% active; Q9HBX9;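 active = activity change of -60% or lower, but not beyond a set lower limit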; note: % is set by controls: 0 for no effect and ±100 for the full control effect
# * = called active by the depositor; / = no result given. Cut-off read from the data, not from the text of the source, unless noted: active = activation above about 30%; inactive = the rest.
# The first 2 entries (preview)
item	smiles	D1 agonist	D2 PAM	D2 antag	D1 potentiator	D2 ag	D1 antag	TRHR ag	TRHR PAM	RXFP1 antag
1	Cc1ccc(N=CC2=C(O)CC(c3ccc(Cl)cc3)CC2=O)cc1 (stereo not drawn)	7	18	8	-7	1.2	0	0.3	-1	-3
2	CC1CN(C(=O)N(C)C)CCN1C(=O)N(C)C (stereo not drawn)	1	6	-7	2	-1.0	2	0.5	4	-8

# The list itself (from the top)
item	smiles	D1 agonist	D2 PAM	D2 antag	D1 potentiator	D2 ag	D1 antag	TRHR ag	TRHR PAM	RXFP1 antag
1	Cc1ccc(N=CC2=C(O)CC(c3ccc(Cl)cc3)CC2=O)cc1 (stereo not drawn)	7	18	8	-7	1.2	0	0.3	-1	-3
2	CC1CN(C(=O)N(C)C)CCN1C(=O)N(C)C (stereo not drawn)	1	6	-7	2	-1.0	2	0.5	4	-8
3	CCc1ccccc1N1C(=O)CN(Cc2cc(OC)c(OC)c(OC)c2)C1=S	7	/	/	-9	/	-2	1.2	1	0
4	CCn1cc2c(c1-c1cccc(C)c1)c(=O)n(C)c(=O)n2C	0	7	4	-1	0.4	0	-1.0	-9	6
5	CCSc1ncc(Cl)c(C(=O)Nc2c(C(=O)Nc3ccccc3)oc3ccccc23)n1	1	-17	/	-2	0.5	-9	-0.5	3	8
6	Cc1ccc(CNC(=O)C2CCCN(S(=O)(=O)c3ccc(-n4cnnn4)cc3)C2)cc1 (stereo not drawn)	2	15	-24	-1	0.2	0	0.3	1	-7
7	C=CCNC(=O)C12CC3CC(C1)CC(C(=O)NCC=C)(C3)C2	0	-2	-25	2	0.4	13	-0.2	4	-6
8	Cc1ccccc1C(=O)N1CCCCC1CCN1CCCCC1 (stereo not drawn)	-1	1	/	-2	-0.2	1	1.3	-5	-4
9	COC(=O)c1cc(S(=O)(=O)NCc2ccccc2OC)cn1C	10	8	-8	-9	0.0	-48*	0.3	-1	13
10	O=C(COC(=O)c1ccc(S(=O)(=O)N2CCCCC2)cc1)NCc1ccco1	1	6	-1	-3	-2.3	-5	0.4	0	-9
11	CCOc1cc(-c2nccc3cc(OC)c(OC)cc23)cc(OCC)c1OCC	4	17	13	-7	-0.5	3	0.5	-9	-30
12	COc1ccc(N2CCN(C(=O)c3ccc4c(c3)[nH]c(=S)n3c5ccccc5nc43)CC2)cc1	1	10	3	-5	1.6	-32*	0.2	-3	/
13	CC(C(=O)NC1CCCC1)N1CCN(S(=O)(=O)c2ccc(C(C)(C)C)cc2)CC1 (stereo not drawn)	-1	1	3	-2	0.3	6	-0.3	-9	3
14	COc1ccc(OC)c2[nH]c(=O)c(CCNS(=O)(=O)c3ccccc3)cc12	7	30	21	0	-1.2	4	-0.8	2	/
15	COc1cccc(CC(=O)OCC(=O)NC2(C#N)CCCC2)c1	7	/	/	/	/	9	-0.1	7	-7
16	CS(=O)(=O)NCCCNc1ccc(C(F)(F)F)cc1[N+](=O)[O-]	18	3	-2	1	1.2	0	0.0	-1	-6
17	CC(=O)Nc1cccc(NC(=O)c2oc3ccccc3c2C)c1	3	-6	-6	-2	-0.9	15	0.0	-6	/
18	CCOc1ccc(CCNC(=O)CN2CCN(Cc3ccc(Cl)cc3)C2=O)cc1OCC	3	-6	/	-3	0.3	-6	-0.7	-2	/
19	CC1=C(C(=O)NCc2ccccc2Cl)C2(CCCCCC2)OC1=O	1	/	/	0	-2.6	-23	-1.3	24	-24
20	COCCN1C(=O)C(=O)/C(=C(/O)c2ccc(S(=O)(=O)N3CCOCC3)cc2)C1c1ccc(OC)c(OC)c1 (stereo not drawn)	1	-5	1	2	0.6	-13	0.5	5	-4
21	Cc1cc(C(=O)c2cnc(/N=C/N(C)C)s2)cc(C)c1O	0	2	-7	-2	-0.5	-12	-0.8	-3	5
22	COc1ccc(S(=O)(=O)Cc2ccc(C(=O)NCc3ccccn3)o2)cc1	4	-6	18	/	0.1	-11	-0.6	7	/
23	COc1ccc(-c2nnc(N(C)C(=O)c3ccno3)s2)cc1	1	23	-11	-8	0.3	-1	0.1	0	-6
24	CCN(c1ccc(NC(=O)CSCc2c(C)noc2C)cc1)C(C)C	3	2	22	-5	-0.1	3	-3.1	4	7
25	Cc1ccc(SCc2nc(-c3ccccc3)no2)cc1	1	-4	8	-1	-0.7	-13	-0.2	2	-6
26	COc1ccc(S(=O)(=O)NCC2CCCN(C(=O)CNC(C)=O)C2)cc1 (stereo not drawn)	1	6	11	-3	-0.1	-22	0.4	-4	0
27	CC(C)COc1ccc(C/C(N)=N/n2cnnc2)cc1	0	9	18	0	0.8	-25	-0.2	15	-5
28	O=C(NCCO)c1nc2ccccc2s1	0	-3	-29	0	-0.7	4	-0.3	-6	-2
29	Cc1cc(SCC(=O)N/N=C/c2ccc(O)c(O)c2)c(C)cc1Br	2	-3	-33	-5	-0.1	-32*	0.8	-2	10
30	O=c1[nH]cc(N2CCCCCC2)c(=O)[nH]1	3	7	1	-2	0.0	-1	0.2	-1	0
31	O=C(/C=C/c1ccc2c(c1)OCO2)NCc1cn2cc(Cl)ccc2n1	2	-6	7	-7	-0.9	-2	0.2	4	-2
32	Cc1nn2c(C)c(C(=O)NC(C)(C)C)cnc2c1-c1ccc(F)cc1	8	1	/	-4	0.2	-28	-0.5	3	-14

# Ordered by number of heavy atoms (falling): some entries from above.
item	smiles	D1 agonist	D2 PAM	D2 antag	D1 potentiator	D2 ag	D1 antag	TRHR ag	TRHR PAM	RXFP1 antag
20	COCCN1C(=O)C(=O)/C(=C(/O)c2ccc(S(=O)(=O)N3CCOCC3)cc2)C1c1ccc(OC)c(OC)c1 (stereo not drawn)	1	-5	1	2	0.6	-13	0.5	5	-4
18	CCOc1ccc(CCNC(=O)CN2CCN(Cc3ccc(Cl)cc3)C2=O)cc1OCC	3	-6	/	-3	0.3	-6	-0.7	-2	/
22	COc1ccc(S(=O)(=O)Cc2ccc(C(=O)NCc3ccccn3)o2)cc1	4	-6	18	/	0.1	-11	-0.6	7	/
26	COc1ccc(S(=O)(=O)NCC2CCCN(C(=O)CNC(C)=O)C2)cc1 (stereo not drawn)	1	6	11	-3	-0.1	-22	0.4	-4	0
31	O=C(/C=C/c1ccc2c(c1)OCO2)NCc1cn2cc(Cl)ccc2n1	2	-6	7	-7	-0.9	-2	0.2	4	-2
29	Cc1cc(SCC(=O)N/N=C/c2ccc(O)c(O)c2)c(C)cc1Br	2	-3	-33	-5	-0.1	-32*	0.8	-2	10
17	CC(=O)Nc1cccc(NC(=O)c2oc3ccccc3c2C)c1	3	-6	-6	-2	-0.9	15	0.0	-6	/
23	COc1ccc(-c2nnc(N(C)C(=O)c3ccno3)s2)cc1	1	23	-11	-8	0.3	-1	0.1	0	-6
21	Cc1cc(C(=O)c2cnc(/N=C/N(C)C)s2)cc(C)c1O	0	2	-7	-2	-0.5	-12	-0.8	-3	5
25	Cc1ccc(SCc2nc(-c3ccccc3)no2)cc1	1	-4	8	-1	-0.7	-13	-0.2	2	-6
28	O=C(NCCO)c1nc2ccccc2s1	0	-3	-29	0	-0.7	4	-0.3	-6	-2

# (list continues)
item	smiles	D1 agonist	D2 PAM	D2 antag	D1 potentiator	D2 ag	D1 antag	TRHR ag	TRHR PAM	RXFP1 antag
33	Cc1ccc(Cl)cc1N1CCN(CC(=O)Nc2ccc(CN3CCCCC3)cc2)CC1	54*	-6	4	-8	-0.5	-48*	3.8	13	-23
34	CN(C)S(=O)(=O)c1cccc(COc2ncnc3c(Cl)cc(Cl)cc23)c1	2	1	-3	1	0.6	6	0.4	-2	12
35	O=C1CC(Sc2nnnn2-c2ccccc2)C(=O)N1c1cccc(Cl)c1 (stereo not drawn)	8	/	/	-7	/	-8	-0.6	3	20
36	COc1ccccc1N1C(=O)c2ccccc2NC1c1ccncc1 (stereo not drawn)	0	0	5	-1	0.6	9	0.4	-2	6
37	Cc1ccc(C)c(NC(=O)C2Cc3ccccc3CN2C(=O)OCc2ccccc2)c1 (stereo not drawn)	2	0	26	-8	-2.9	-1	-0.3	-2	5
38	CC(C)CCN1CCN(CCCc2ccccc2)CC1CCO (stereo not drawn)	0	-8	-14	-1	1.4	-4	0.1	5	2
39	CCCN1C(=O)CN(C2CCCCCC2)C(=O)C1c1ccc(C)cc1 (stereo not drawn)	2	-6	1	-1	0.0	-19	-0.9	-6	14
40	COC(=O)c1ccccc1NC(=O)NCCc1c(C)nn(C)c1C	-1	-2	/	1	1.4	-12	0.5	-4	/
41	COc1ccc2[nH]c(C)c(C(=O)CN3CCOCC3)c2c1	2	3	13	-2	-0.5	10	1.1	-11	-1
42	Cc1cc(S(=O)(=O)N2c3ccc(F)cc3CCC2C)ccc1-n1cnnn1 (stereo not drawn)	1	-1	-5	/	-0.7	-25	1.5	1	-7
43	COCCCNC(=O)C1CCCN(C(=O)Nc2ccc(OC)cc2)C1 (stereo not drawn)	-1	/	/	2	/	-6	0.5	6	11
44	COc1ccccc1C(=O)Nc1ccc(S(=O)(=O)N2CCc3ccccc32)cc1	4	11	-1	-3	0.3	2	1.8	-1	1
45	CCOC(=O)N1CCN(C(=O)CN(c2ccc(Cl)c(C(F)(F)F)c2)S(C)(=O)=O)CC1	2	0	-8	4	0.4	0	0.0	-12	-9
46	CCc1cccc(NC(=O)Cn2ncc3c([nH]c4ccc(C)cc43)c2=O)c1	2	6	/	-1	1.4	6	0.3	-4	-4
47	COc1ccc2c(CC(=O)Nc3ccccc3OC)coc2c1	5	6	-16	0	-0.3	-8	-6.7	-4	5
48	Cc1cc(N)n(-c2ccc(C)c(C)c2)n1	7	21	0	4	-1.6	9	-1.5	-1	1
49	O=C1/C(=C\c2cccs2)N=C(c2cccs2)N1Nc1ccccc1	10	-7	/	0	/	9	3.2	5	-1
50	CCc1ccc(/C=C2\SC(=S)N(CCCC(=O)Nc3ccccn3)C2=O)cc1	14	-13	15	-2	-0.4	8	3.2	3	-5
51	O=c1[nH]c(=O)n([C@H]2C[C@H](O)[C@@H](CO)O2)cc1Br	-2	-9	-5	-3	0.6	/	0.4	-4	18
52	COc1ccccc1NC(=O)C1=C(C)Nc2nc3ccccc3n2C1c1ccccc1Cl (stereo not drawn)	4	9	/	4	/	4	-0.6	16	/
53	Cc1ccc(S(=O)(=O)c2cnc(SC(C)C(=O)Nc3ccccc3)[nH]c2=O)cc1 (stereo not drawn)	-1	-4	/	-4	-0.1	-8	-0.2	2	/
54	CC1(C)CC(=O)C=C(C(=O)N2CCCC(C(=O)c3cccc(Cl)c3)C2)O1 (stereo not drawn)	2	2	2	-4	0.1	0	0.4	-3	-20
55	COC(=O)c1c(NC(=O)C2CCCCC2)sc2c1CC(C)(C)NC2(C)C	8	-6	-4	0	-0.8	5	1.5	7	/
56	Cc1cc(C)c2[nH]c(=O)c(CN(CC3CCCO3)C(=O)C3CCCO3)cc2c1 (stereo not drawn)	1	-2	2	-6	0.7	-9	-0.1	7	-9
57	O=C(CSc1ccccc1)Nc1cccnc1	0	2	2	0	-0.2	1	0.0	4	-9
58	O=C(CN1CC(=O)Oc2ccccc21)NCc1ccco1	4	-1	-18	-4	0.3	-16	0.3	12	7
